# TDP2 inh = TDP2 (human) inhibition, absorbance primary screen | hit rate 0.34% among 370,000 | inhibition, % at 12.8 µM | recombinant TDP2, T5PNP hydrolysis, p-nitrophenol absorbance 415 nm | O95551;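 active means inhibition above the mean of all tested compounds plus 3 SD, set per campaign, cut at about 25% in these data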;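 further: 0% = DMSO with enzyme and 100% = buffer with substrate but no TDP2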
#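 Read-out basis: percent inhibition. System: recombinant human TDP2. Buffer or medium: Mg2+-containing Tris-HCl buffer, pH 7.5. Repeats: single replicate. Timing: reaction 2 h, 37 °C. Benchmarks: high control without enzyme, low control DMSO plus TDP2. Probe or stimulus: 5 mM T5PNP. Doses: 12.8 µM only. Measured by: epi absorbance of p-nitrophenol freed from T5PNP by hydrolysis.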
# SIAE primary = blocks human sialic acid acetylesterase; Q9HAT2; SIAE FP-Rh probe binding, fluorescence polarization; inhibition, % at 9.66 µM; hit rate 0.69% among 370,000; AID 1053197;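 active means inhibition above a cutoff: mean of compounds within the control limits plus 3 SD of those, cut at about 17% in these data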;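 further: 0% = plate median of compound wells and 100% = probe without SIAE protein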
# Target sequence (Q9HAT2 whole entry, looked up): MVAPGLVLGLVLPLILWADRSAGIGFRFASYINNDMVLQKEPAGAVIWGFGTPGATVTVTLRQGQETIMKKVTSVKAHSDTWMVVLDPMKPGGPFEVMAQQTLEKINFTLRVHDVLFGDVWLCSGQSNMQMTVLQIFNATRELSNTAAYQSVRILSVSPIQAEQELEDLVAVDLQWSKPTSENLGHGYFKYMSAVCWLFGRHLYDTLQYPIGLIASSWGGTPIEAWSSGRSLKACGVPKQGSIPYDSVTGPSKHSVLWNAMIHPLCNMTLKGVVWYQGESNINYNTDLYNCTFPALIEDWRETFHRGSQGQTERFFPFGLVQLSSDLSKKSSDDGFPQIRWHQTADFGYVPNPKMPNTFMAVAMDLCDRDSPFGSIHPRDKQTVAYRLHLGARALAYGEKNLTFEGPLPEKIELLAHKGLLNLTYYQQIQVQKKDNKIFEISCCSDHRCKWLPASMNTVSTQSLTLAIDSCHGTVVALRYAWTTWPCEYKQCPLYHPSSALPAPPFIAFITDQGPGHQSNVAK
# TCR-CD3 inh = human TCR-CD3 binding inhibition; TAMRA-labeled TCR probe fluorescence, biochemical; inhibition, % at 9.4 µM; hit rate 0.37% among 360,000; AID 651800; in the data active means inhibition above about 19%;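 further: recombinant mutant TCR 2C K166C tagged with TAMRA read by polarization; 0% = receptor in buffer alone and 100% = receptor with positive control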
# LEDGF integ inh = blocks HIV-1 LEDGF/p75-dependent DNA integration. inhibition, % at 3.7 µM. TR-FRET IN-LEDGF/p75 DNA integration, Eu/Cy5. hit rate 0.64% among 370,000;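 active means inhibition above the screen-wide mean plus 3 SD, cut at about 13% in these data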;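 further: signal is the Cy5 over europium emission ratio at 671 and 618 nm; 0% = plate median of compound wells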
# PG9 binder = small molecules binding HIV-1 gp120 antibody PG9; hit rate 0.43% among 360,000; TR-FRET gp120-PG9 antibody binding; inhibition, % at 6.7 µM; AID 624416; in the data active means inhibition above about 8.5%
# PRMT1 inh = inhibitors of human PRMT1. recombinant PRMT1, activity-based probe fluorescence polarization. AID 652257. hit rate 1.3% among 370,000. inhibition, % at 2.79 µM. Q99873;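 active means inhibition above about 21% made by adding two undisclosed values, limit read from the data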
# Rev-erbA mod = Rev-erb alpha (human) modulation. P20393. Rev-erbα–FITC-DNA binding, fluorescence polarization, 90 min. activity, % at 10 µM. hit rate 0.79% among 370,000. AID 1259318;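 active means activity above about 14%, limit read from the data; passing the limit was not always enough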;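 further: 0% = DMSO wells with 35 nM protein and 100% = DMSO wells with 750 nM protein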
# HTRA1 inhibitor = HTRA1 (human) protease inhibition | Q92743 | recombinant HTRA1, FP-rhodamine activity-based probe, fluorescence polarization | inhibition, % at 5.96 µM | hit rate 0.5% among 340,000; in the data active means inhibition above about 36%;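 further: 0% = enzyme with DMSO and 100% = wells lacking enzyme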
# ABHD4 inh = inhibitors of mouse ABHD4 | Q8VD66 | purified mABHD4, FP-Rh probe fluorescence polarization | inhibition, % at 8.92 µM | hit rate 0.54% among 370,000 | AID 720543;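 active means inhibition exceeding the mean over every tested compound plus 3 SD, cut at about 30% in these data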;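 further: 0% = plate median of compound wells and 100% = S159A mutant with DMSO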
# Target sequence (Q8VD66 whole entry, looked up): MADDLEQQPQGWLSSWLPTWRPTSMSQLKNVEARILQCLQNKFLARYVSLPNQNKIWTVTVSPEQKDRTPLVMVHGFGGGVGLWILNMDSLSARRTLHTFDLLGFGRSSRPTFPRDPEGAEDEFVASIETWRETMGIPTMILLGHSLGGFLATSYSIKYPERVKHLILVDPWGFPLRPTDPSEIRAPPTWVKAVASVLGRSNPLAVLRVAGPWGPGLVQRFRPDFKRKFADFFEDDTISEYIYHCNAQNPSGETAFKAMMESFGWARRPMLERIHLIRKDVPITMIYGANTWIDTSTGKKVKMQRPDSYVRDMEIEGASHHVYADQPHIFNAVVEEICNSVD
#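 assay system = mABHD4 protein | compound dosing = single nominal dose of 8.92 µM, 0.89% DMSO final | read-out basis = percent inhibition of probe binding, normalized to plate controls | schedule = Enzyme–compound pre-incubation 45 min, then probe 60 min, both 25 °C | detection = fluorescence polarization, excitation 525 nm, emission 598 nm, BODIPY TMR filters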
# rCAG binder = binds r(CAG) RNA repeats; inhibition, % at 3 µM; r(CAG) RNA repeat, TO-PRO-1 dye displacement fluorescence; hit rate 1.3% among 370,000;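 active means inhibition above the plate cutoff, the mean of all test compounds on that plate plus 3 SD, cut at about 35% in these data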;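 further: 0% = DMSO alone and 100% = 100 µM mitoxantrone as full dye displacement; higher means more dye released from RNA so lower well fluorescence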
# * marks the source's active call; other numbers are inactive results; nt = no result given. This is a subset. The share of hits here may be higher or lower than overall.
1	Cc1cccc(C)c1NC(=O)CNC(=O)c1cccnc1
2	NNc1nc(Nc2ccccc2)nc(Nc2ccccc2)n1
3	Cc1cc(C)cc(NC(=O)C2CC(=O)n3ncnc3N2)c1 (stereo unspecified)
4	Cn1c2ccccc2c(=O)c2cc(C#CC3(O)CCCCC3)ccc21
5	COc1ccc2c(c1)c1nc3ccccc3nc1n2Cc1ccc(OC)c(OC)c1
6	C=C1CSc2nc(=O)c3c(C)c(C)sc3n21
entry no.,1,2,3,4,5,6
TDP2 inh,-1,-7,-12,-2,5,8
SIAE primary,-2,-24,-1,0,1,1
TCR-CD3 inh,-1,6,-2,6,0,6
LEDGF integ inh,-5,2,8,-2,2,0
PG9 binder,-0.6,-3.6,2.3,-1.1,-1.2,1.1
PRMT1 inh,0,-1,-5,1,-1,1
Rev-erbA mod,-5,7,-4,-7,4,1
HTRA1 inhibitor,6,-31,5,-16,-10,0
ABHD4 inh,-3,-14,-11,0,-1,4
rCAG binder,-3,17,0,4,2,3

# Profiles as entered above. Screens in order: TDP2 inh | SIAE primary | TCR-CD3 inh | LEDGF integ inh | PG9 binder | PRMT1 inh | Rev-erbA mod | HTRA1 inhibitor | ABHD4 inh | rCAG binder
# `Cn1c2ccccc2c(=O)c2cc(C#CC3(O)CCCCC3)ccc21` across the screens: -2 | 0 | 6 | -2 | -1.1 | 1 | -7 | -16 | 0 | 4
# `NNc1nc(Nc2ccccc2)nc(Nc2ccccc2)n1` across the screens: -7 | -24 | 6 | 2 | -3.6 | -1 | 7 | -31 | -14 | 17
# `COc1ccc2c(c1)c1nc3ccccc3nc1n2Cc1ccc(OC)c(OC)c1` across the screens: 5 | 1 | 0 | 2 | -1.2 | -1 | 4 | -10 | -1 | 2
# `Cc1cccc(C)c1NC(=O)CNC(=O)c1cccnc1` across the screens: -1 | -2 | -1 | -5 | -0.6 | 0 | -5 | 6 | -3 | -3

# The listing picks up, repeating the 2 entries before the break.
5	COc1ccc2c(c1)c1nc3ccccc3nc1n2Cc1ccc(OC)c(OC)c1
6	C=C1CSc2nc(=O)c3c(C)c(C)sc3n21
7	O=C(CN1C(=O)C2C3C=CC(C3)C2C1=O)N1CCc2ccccc2C1 (stereo unspecified)
8	Cc1ccccc1CNC(=O)c1csc([C@@H]2O[C@H](CO)[C@@H](O)[C@H]2O)n1
9	CC1(C(=O)NS(=O)(=O)C2CC2)CCCN(C(=O)Cc2ccc3ccccc3c2)C1 (stereo unspecified)
10	COc1cccc(N(CC(=O)NCCSCc2ccc(C)cc2)S(C)(=O)=O)c1
11	COC(=O)C(Cc1ccc(O)cc1)NC(=O)C(C)Oc1ccccc1 (stereo unspecified)
12	CCN(CC(=O)Nc1ccc(NC(C)=O)cc1)C(=O)c1ccc(N2CCCC2)c([N+](=O)[O-])c1
entry no.,5,6,7,8,9,10,11,12
TDP2 inh,5,8,1,0,-5,-3,-13,-8
SIAE primary,1,1,-4,-6,0,-5,5,-3
TCR-CD3 inh,0,6,0,-1,7,2,4,-1
LEDGF integ inh,2,0,5,3,0,-1,-4,-9
PG9 binder,-1.2,1.1,-0.7,-1.4,-0.9,0.7,-1.1,0.6
PRMT1 inh,-1,1,0,-9,2,0,-3,0
Rev-erbA mod,4,1,-7,-7,-2,6,2,9
HTRA1 inhibitor,-10,0,-5,nt,nt,1,4,1
ABHD4 inh,-1,4,-1,2,4,-5,0,-2
rCAG binder,2,3,0,1,8,-9,-4,1

13	CN(C(=O)CN1C(=O)c2ccccc2S1(=O)=O)C1CCCCC1
14	COc1cc(OC)c(C2=NOC(C(=O)NCc3cccnc3)C2)cc1Cl (stereo unspecified)
15	O=C(NC1CC1)c1cccc(NC(=O)C2CCN(S(=O)(=O)c3cccc(C(F)(F)F)c3)CC2)c1
16	Cc1ccc(N2C(=O)C3ON(c4ccccc4)C(c4ccncc4)C3C2=O)c(C)c1 (stereo unspecified)
17	Cn1c(C(O)c2ccccc2)nc(Cl)c1Cl (stereo unspecified)
18	CCNC(=O)Cn1cc(C(F)(F)F)cc(Cl)c1=O
entry no.,13,14,15,16,17,18
TDP2 inh,1,-2,1,-2,-5,18
SIAE primary,-5,8,-7,-5,6,-2
TCR-CD3 inh,0,-5,-3,-6,-5,3
LEDGF integ inh,-3,1,-3,-1,-3,1
PG9 binder,0.2,-0.6,0.9,1.1,-2.5,-0.8
PRMT1 inh,2,-2,1,4,1,-1
Rev-erbA mod,-3,-3,0,0,-7,7
HTRA1 inhibitor,2,7,-2,3,1,3
ABHD4 inh,7,-2,-9,-2,-1,-3
rCAG binder,-1,-6,1,-2,-3,0

19	COc1ccc(/C(C)=N/N2CCCCC2)c(O)c1
20	Nc1ncnc2c1ncn2[C@@H]1O[C@H](CNS(=O)(=O)C2CC2)[C@@H](O)[C@H]1O
21	CNc1nc(=O)n(C2CCCO2)cc1C (stereo unspecified)
22	COC(=O)[C@]12C[C@H](CC(=O)NCc3ccc(C)o3)C(=O)N(Cc3ccc4c(c3)OCO4)C1=C[C@H](COCc1ccccc1)O[C@@H]2C
23	CC#CC(=O)N1CCCC(C(=O)c2ccc(SC)cc2)C1 (stereo unspecified)
24	CCOC(=O)c1ccc(NC(=O)CNC(=O)C2CCCCC2)cc1
entry no.,19,20,21,22,23,24
TDP2 inh,2,-4,-9,-3,-3,0
SIAE primary,12,0,-1,-1,-5,2
TCR-CD3 inh,2,7,-5,8,1,2
LEDGF integ inh,0,0,3,1,2,-1
PG9 binder,0.5,-0.8,2.1,1.6,-0.2,0.1
PRMT1 inh,-4,-1,4,-2,2,1
Rev-erbA mod,2,1,-1,3,-5,-4
HTRA1 inhibitor,-1,9,3,nt,0,1
ABHD4 inh,14,0,-3,0,2,-3
rCAG binder,0,2,1,6,-7,-7

25	CCN(c1ccccc1)S(=O)(=O)c1ccc(Cl)c(NC(=O)COC(=O)c2ccc(Cl)c(N)c2)c1
26	CCN1C(=O)C2(C(C(=O)c3ccc(C)o3)=C(O)C(=O)N2CCCN2CCOCC2)c2ccccc21 (stereo unspecified)
27	O=C(Nc1cccc(Cl)c1)Nc1ccccc1C(=O)O
28	O=C(Nc1ccn(Cc2ccccc2F)n1)c1ccc(COc2ccc(Cl)cc2Cl)o1
29	O=C(Nc1ccccc1Oc1ccccc1)c1cccs1
30	CSc1nc(C)cc(OCC(=O)N2CCOCC2)n1
entry no.,25,26,27,28,29,30
TDP2 inh,-12,1,-22,1,0,3
SIAE primary,7,0,-12,-31,2,7
TCR-CD3 inh,-13,-6,4,-4,-2,-2
LEDGF integ inh,-1,0,2,2,1,1
PG9 binder,-0.9,1.4,-1.9,1.3,-1.9,0.4
PRMT1 inh,-2,0,-5,-1,-2,0
Rev-erbA mod,16,-1,-4,6,8,-1
HTRA1 inhibitor,-16,9,-6,-67,-11,-5
ABHD4 inh,2,5,-8,-37,-9,9
rCAG binder,9,0,13,2,-1,-3

31	O=C(Nc1cccnc1)C1CCCN(c2ncnc3c2nc2n3CCCCC2)C1 (stereo unspecified)
32	CN(Cc1ccccc1)C(=O)c1cccc(NC(=O)Cc2ccc(NC(=O)C3CCN(S(=O)(=O)c4cccc([N+](=O)[O-])c4)CC3)cc2)c1
33	CCOC(=O)c1[nH]c2ccccc2c1NC(=O)Nc1ccc(OC)cc1
34	CCOC(=O)NC(NC(=S)Nc1ccc(OC)cc1)C(Cl)(Cl)Cl (stereo unspecified)
35	Nc1cccc(CCc2nc3ccccc3[nH]2)c1
36	COc1ccc(NC(=O)CCn2c(=O)c3cccn3c3ccccc32)c(OC)c1
entry no.,31,32,33,34,35,36
TDP2 inh,3,-1,-2,-1,-4,-17
SIAE primary,7,-41,0,1,8,2
TCR-CD3 inh,-5,9,-3,-9,6,-1
LEDGF integ inh,-3,-1,4,-4,-1,-2
PG9 binder,-0.3,-2.6,-2.1,-0.6,-0.6,-1.9
PRMT1 inh,-3,-1,0,4,-4,-7
Rev-erbA mod,4,5,2,0,-1,0
HTRA1 inhibitor,2,-35,-4,3,7,-8
ABHD4 inh,-3,2,6,1,6,-7
rCAG binder,-7,17,0,3,-2,5

37	COc1ccc(OC)c(S(=O)(=O)N2CCC(C(=O)NC3CC3)CC2)c1
38	COC(=O)c1ccccc1NC(=O)C(CCS(C)(=O)=O)NC(C)=O (stereo unspecified)
39	CCOC(=O)c1ccc2ncc(C(=O)OCC)c(NCCCN3CCOCC3)c2c1
40	CC(=O)Nc1ccc(C(=O)N/N=C(\C)CC(=O)Nc2ccc(OCc3ccccc3)cc2)cc1
41	CCCCn1c(N)c(N(CC)C(=O)c2c(C)noc2C)c(=O)[nH]c1=O
42	Cc1ccc(Cn2c(C3CCCN3c3nc(-c4ccc(F)cc4)cs3)nc3cc(C(F)(F)F)ccc32)cc1 (stereo unspecified)
entry no.,37,38,39,40,41,42
TDP2 inh,8,-1,-8,4,-9,3
SIAE primary,-3,-3,-6,-1,4,3
TCR-CD3 inh,-4,7,-2,-4,-3,1
LEDGF integ inh,-1,0,-5,-3,0,1
PG9 binder,0.7,-1.1,0.1,-0.1,1.1,-2.2
PRMT1 inh,5,0,1,2,2,1
Rev-erbA mod,2,2,-3,2,0,-3
HTRA1 inhibitor,4,6,-3,-5,6,-21
ABHD4 inh,3,3,0,-5,0,8
rCAG binder,-2,2,-11,9,5,9

43	NC(=O)c1ccc(=O)n(C2OC(CO)C(O)C2O)c1 (stereo unspecified)
44	COc1ccc(/C=C2\CCC(C3CCCC3)C2=O)cc1OC (stereo unspecified)
45	CCOc1ccc(NC(=O)CN2CCN(C3c4ccccc4-c4ccccc43)CC2)cc1
46	CCN(CC(=O)NCc1ccc(F)cc1)C(=O)CN1CCN(c2ccccc2OC)CC1
47	O=C(/C=C/c1ccc2ccccc2n1)c1cc(Cl)ccc1O
48	COc1cc(C2NCC(c3ccc(Cl)cc3Cl)c3c2[nH]c2ccccc32)cc(OC)c1OC (stereo unspecified)
entry no.,43,44,45,46,47,48
TDP2 inh,-3,-8,-1,14,-13,-11
SIAE primary,2,7,6,-3,7,0
TCR-CD3 inh,3,1,-1,4,5,-5
LEDGF integ inh,1,4,0,0,2,2
PG9 binder,-2.1,0.6,-1.0,-0.2,-1.7,-2.5
PRMT1 inh,-5,-4,-3,-1,-6,-3
Rev-erbA mod,-3,-2,3,-2,2,4
HTRA1 inhibitor,6,-2,-11,-3,-17,-33
ABHD4 inh,2,-2,2,6,5,44*
rCAG binder,1,-4,5,-2,18,13

49	CC(C)c1ccc2[nH]c3c(c2c1)CCCC3=O
50	C/C(=N/N=C(/N)SCc1ccccc1)C(C)(C)C
51	CC1CC(C)CN(c2nc3c(c(=O)n(C)c(=O)n3C)n2C)C1 (stereo unspecified)
52	COc1ccc(OC)c(NC(=O)COc2ccc(Br)cc2)c1
entry no.,49,50,51,52
TDP2 inh,-22,0,-2,-9
SIAE primary,-14,2,1,-4
TCR-CD3 inh,10,6,0,0
LEDGF integ inh,4,-4,4,-2
PG9 binder,0.6,2.1,1.3,-2.1
PRMT1 inh,0,-2,-1,3
Rev-erbA mod,4,7,-3,3
HTRA1 inhibitor,-5,9,0,0
ABHD4 inh,-11,-1,0,-2
rCAG binder,-2,3,-8,-5
